# NCOA3 inh: SRC3 coactivator transcriptional activity inhibitors, primary screen, cell-based, luminescence. 0.17% of 360,000 active. inhibition, % at 3.6 µM. HEK293 GAL4-SRC3 luciferase reporter. Nuclear receptor coactivator 3 (Homo sapiens), Q9Y6Q9;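 active = inhibition above a per-campaign cutoff, the mean of all compounds plus 3 SD, cut at about 60% in these data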;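 note: 0% = DMSO-treated cells and 100% = gossypol-treated cells at 36 µM; higher means less SRC3-driven luciferase light from the GAL4 reporter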
# C8 TRAIL sens: viability loss with TRAIL in NB7+C8 cells, primary screen, TRAIL sensitizer project, cell-based, ATPlite luminescence | inhibition (viability loss, TRAIL sensitization), % at 10 µM | 1% of 360,000 active | AID 624354, 2012;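 active = compounds causing at least 50% loss of cell viability in the single-dose screen, relative to plate controls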
# NCOA1 inh: SRC1 coactivator transcriptional activity inhibitors, primary screen, cell-based, luminescence. Nuclear receptor coactivator 1 (Homo sapiens), Q15788. HEK293 GAL4-SRC1 luciferase reporter. inhibition, % at 3.6 µM. 0.12% of 360,000 active. AID 588354, 2011;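 active = inhibition above the campaign mean plus 3 SD, with each screening campaign given its own cutoff, cut at about 60% in these data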;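 note: 0% = DMSO treated cells and 100% = gossypol at 36 µM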
# SRC2 inh: inhibition of GAL4-SRC2 driven luciferase reporter, primary screen, SRC2 inhibitor project, cell-based, luminescence; AID 651957, 2012; HEK293 GAL4-SRC2 luciferase reporter; inhibition, % at 9 µM; Nuclear receptor coactivator 2 (Homo sapiens), Q15596; 0.17% of 370,000 active;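 active = inhibition above the mean inhibition of all tested compounds plus 3 SD, set per campaign, cut at about 52% in these data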;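 note: 0% = DMSO treated cells and 100% = cells given Gossypol at 36 µM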
# KKLEB cytotox: cytotoxicity in KKLEB CF airway cells, primary screen, cytotoxicity control for CF NF-kB inhibitor project, cell-based, uHTS, fluorescence assay plates; activity change (cytotoxicity), % at 5 µM; KKLEB CF airway cells viability, ATPlite luminescence, overnight; stronger effect = lower value; cells stimulated with P. aeruginosa culture filtrate; AID 602141, 2011; 0.36% of 360,000 active;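 active = corrected activity change at or below -50% at 5 µM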
# CF NFkB inh: inhibitors of PAF-induced NF-kB signaling, primary screen, cell-based, GFP fluorescence, uHTS. KKLEB NF-kB-GFP reporter, GFP fluorescence overnight. inhibition, % at 5 µM. 0.86% of 360,000 active;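 active = at least 50% inhibition at 5 µM, scaled per plate between neutral and stimulator controls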;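 note: PAF is a Pseudomonas aeruginosa culture filtrate used as stimulus; plate controls were PAF-stimulated DMSO wells for no effect and unstimulated DMSO wells for full effect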
# TWEAK-Fn14 inh: inhibitors of TWEAK-Fn14 signaling, primary screen, luciferase reporter cells, uHTS; TWEAK-stimulated Fn14 reporter cells, luciferase luminescence, 8 h; inhibition, % at 10 µM; 2% of 360,000 active; AID 1159606, 2016; in the data active = inhibition above about 50%
# LMP1 NFkB inh: EBV LMP1-driven NF-kappaB luciferase reporter inhibitors, primary screen, cell-based, luminescence, single point; inhibition, % at 12.5 µM; 0.69% of 350,000 active; LMP1-induced NF-kappaB luciferase reporter cells; in the data active = inhibition above about 41%;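 note: 0% = neutral control wells and 100% = reference inhibitor control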
# TROY signal inh: inhibitors of TROY-driven NF-kB signaling, primary screen, Q293 LMP1-TROYcd cells, NF-kB luciferase, uHTS | inhibition, % at 10 µM | Q293 LMP1-TROYcd NF-kB luciferase reporter, 4 h | 0.98% of 360,000 active;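 active = compounds whose plate-normalised and pattern-corrected inhibition of the luciferase reporter signal at the single screening dose is 50% or more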
# LRH-1 inv ag: LRH-1 (NR5A2) inverse agonists, primary screen, cell-based, luminescence, HEK293T, StAR-luciferase reporter; 0.13% of 360,000 active; inhibition, % at 3.6 µM; LRH-1 transfected, 24 h; Nuclear receptor subfamily 5 group A member 2 (Homo sapiens), O00482;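 active = inhibition above the mean inhibition of all tested compounds plus 3 SD, cut at about 73% in these data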;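 note: 0% = DMSO wells and 100% = reporter-only cells lacking LRH-1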
# Target sequence (O00482 whole entry, looked up): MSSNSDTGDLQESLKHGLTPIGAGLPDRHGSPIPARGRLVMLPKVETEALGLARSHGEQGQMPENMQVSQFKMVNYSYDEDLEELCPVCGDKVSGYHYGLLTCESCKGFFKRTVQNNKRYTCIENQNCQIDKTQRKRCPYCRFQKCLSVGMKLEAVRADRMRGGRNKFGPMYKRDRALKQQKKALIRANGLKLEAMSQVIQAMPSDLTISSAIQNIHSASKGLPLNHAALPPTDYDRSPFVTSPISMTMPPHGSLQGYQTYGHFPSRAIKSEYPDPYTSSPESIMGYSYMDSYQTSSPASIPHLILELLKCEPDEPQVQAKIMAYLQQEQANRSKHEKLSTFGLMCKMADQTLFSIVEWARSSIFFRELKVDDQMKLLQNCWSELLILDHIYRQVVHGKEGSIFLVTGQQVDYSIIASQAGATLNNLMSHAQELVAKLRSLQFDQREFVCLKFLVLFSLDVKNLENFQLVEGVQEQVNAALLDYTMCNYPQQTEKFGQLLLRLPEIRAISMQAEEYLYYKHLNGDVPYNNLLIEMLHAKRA
# NR2F2 inh: NR2F2 transcriptional activity inhibitors, primary screen, cell-based, luciferase reporter, HEK293T, luminescence; COUP transcription factor 2 (Homo sapiens), P24468; HEK293T NGFI-A luciferase reporter; inhibition, % at 8.6 µM; 0.7% of 370,000 active; AID 686940, 2013;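 active = inhibition above a per-plate cutoff, mean inhibition of test wells between control levels plus 3 SD, cut at about 38% in these data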;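 note: cells cotransfected with COUP-TFII expression vector driving the NGFI-A reporter; 0% = median of COUP-TF2 test wells and 100% = reporter-only cells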
# Target sequence (P24468 whole entry, looked up): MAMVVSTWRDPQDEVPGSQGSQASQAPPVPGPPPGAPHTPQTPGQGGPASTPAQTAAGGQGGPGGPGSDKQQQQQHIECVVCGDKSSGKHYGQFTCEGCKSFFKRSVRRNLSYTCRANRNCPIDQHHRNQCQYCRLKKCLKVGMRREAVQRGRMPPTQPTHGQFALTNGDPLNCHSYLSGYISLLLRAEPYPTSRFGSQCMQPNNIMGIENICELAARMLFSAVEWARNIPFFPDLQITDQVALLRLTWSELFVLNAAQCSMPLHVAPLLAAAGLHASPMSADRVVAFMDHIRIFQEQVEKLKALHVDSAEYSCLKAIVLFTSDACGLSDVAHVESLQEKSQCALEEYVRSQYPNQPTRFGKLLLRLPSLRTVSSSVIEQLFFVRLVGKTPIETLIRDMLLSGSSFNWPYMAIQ
# An asterisk follows results filed as active; / = no result given.
Compound | NCOA3 inh | C8 TRAIL sens | NCOA1 inh | SRC2 inh | KKLEB cytotox | CF NFkB inh | TWEAK-Fn14 inh | LMP1 NFkB inh | TROY signal inh | LRH-1 inv ag | NR2F2 inh
CNC(=S)Nc1cccc(C(=O)O)c1 | 9 | -10 | -17 | 13 | -10 | 6 | 9 | 0 | 14 | 16 | 2
C=CCn1c(COc2ccc(Cl)cc2)nnc1SCC(=O)N/N=C/c1ccccc1 | 16 | 1 | -8 | 7 | -3 | -1 | -1 | -3 | -3 | -1 | 8
C[C@H](NC(=O)OC(C)(C)C)c1nnc(SCC(=O)Nc2ccc(Br)cc2)o1 | 13 | 6 | 10 | -6 | 13 | -24 | 11 | -1 | -12 | -7 | 1
Cc1cc2cc(CNC(=O)c3ccc4c(c3)OCO4)ccc2n1C | 2 | -6 | 9 | -8 | 3 | -16 | -5 | 13 | -1 | 28 | -6
CC1(C)Oc2ccc3ccc(=O)oc3c2/C(=C/NC2CCCCC2)C1=O | 5 | -5 | 3 | 10 | -8 | 17 | -20 | -16 | -10 | 28 | -9
Cc1c(-c2ccccc2)nc2ccccc2c1C(=O)Oc1ccc([N+](=O)[O-])cc1 | 5 | 16 | -1 | -5 | -1 | -4 | 17 | 8 | -2 | -6 | -2
O=C(CCC(=O)c1ccc(F)cc1)Nc1cccc(C(F)(F)F)c1 | 10 | -5 | -15 | -17 | 7 | -7 | -2 | 2 | -10 | -1 | 6
CC(=O)c1cccc(CN2CCN(C3CCCCC3)C(CCO)C2)c1 (centres undefined) | 4 | 14 | 16 | 11 | -6 | 5 | -12 | -3 | 3 | 7 | -5
CSc1nsc(SCC(=O)Nc2nc3ccccc3s2)n1 | -13 | -3 | -11 | -26 | -5 | -8 | 15 | 4 | -10 | 5 | 9
c1ccc(-c2cn3c(n2)CCc2ccc4cccnc4c2-3)cc1 | -16 | 3 | -15 | -9 | 5 | -28 | -8 | -7 | -3 | 23 | -1
COc1ccc([C@H]2CC(=O)C[C@@H](CCn3nnc4ccccc43)O2)cc1 | / | -7 | / | -9 | / | / | 1 | / | -2 | -12 | -6
Cc1cc(C)c(NC(=O)CN2CCN(c3ccccn3)CC2)c(C)c1 | 10 | -8 | 5 | -20 | 3 | 14 | 15 | 3 | -11 | -20 | -10
O=C1Nc2ccccc2/C1=N/N=C/c1cccc(O)c1 | -11 | 4 | 5 | -39 | -9 | 2 | -4 | -2 | 0 | 4 | 17
CC(=O)NCCNC(=O)CNC(=O)c1ccc(Cl)cc1 | 5 | -6 | 3 | 2 | 6 | -9 | -17 | -11 | -7 | -6 | -5
Nn1c(SCc2nc3ccccn3c2Br)nnc1-c1cccnc1 | 10 | 5 | -4 | 0 | -3 | -1 | 6 | -7 | -1 | 20 | 16
N=C1C(c2nc3ccccc3s2)=C(O)CN1NC(=O)c1c[nH]c2ccccc12 | 1 | 2 | -17 | 0 | 7 | 0 | -28 | -14 | 10 | 11 | -24
CCOc1ccc(NC(=O)c2cccc(S(=O)(=O)NCc3cccnc3)c2)cc1 | 7 | -4 | -7 | -11 | 6 | 10 | 8 | 1 | 8 | -21 | 1
COc1ccc(O)c(/C=N/n2c(-c3ccco3)csc2=Nc2cccnc2)c1 | 3 | -3 | -19 | -37 | -16 | 9 | -4 | 11 | -72 | -4 | -27
CC(=O)Nc1ccc(C(=O)OCc2ccccc2Br)cc1 | 7 | -2 | -19 | -2 | -8 | -3 | -7 | -3 | -12 | -28 | -12
CCCCNc1nc(Cl)nc(Nc2ccc(C)cc2)n1 | -41 | -35 | -8 | -36 | -13 | 11 | -18 | / | -42 | -11 | -38
CC(OC(=O)C1=COCCO1)C(=O)Nc1cccc(S(=O)(=O)N2CCOCC2)c1 (centres undefined) | 31 | -16 | 11 | -8 | -4 | 17 | -7 | 1 | -6 | 10 | 6
CCn1c(C)nc2cc(C(=O)NNC(=S)Nc3ccc(OC)cc3)ccc21 | 19 | -6 | -7 | 0 | -2 | 2 | 3 | 6 | -3 | -25 | 5
CCOc1ccc(NC(=O)N(C2CCCCC2)C(C)c2cccnc2)cc1 (centres undefined) | 4 | -3 | -1 | -53 | -6 | 6 | 10 | -1 | -3 | -27 | -76
CCOc1cccc(NC(=O)CC#N)c1 | -15 | 0 | -4 | -2 | -3 | 3 | 3 | -2 | -1 | -11 | -6
O=C(Nc1ccc2ccccc2c1)c1cccnc1 | -67 | 18 | -101 | -45 | -2 | 10 | 13 | -26 | -70 | -102 | -38

# The closing 3 entries of the part above open the next one:
Compound | NCOA3 inh | C8 TRAIL sens | NCOA1 inh | SRC2 inh | KKLEB cytotox | CF NFkB inh | TWEAK-Fn14 inh | LMP1 NFkB inh | TROY signal inh | LRH-1 inv ag | NR2F2 inh
CCOc1ccc(NC(=O)N(C2CCCCC2)C(C)c2cccnc2)cc1 (centres undefined) | 4 | -3 | -1 | -53 | -6 | 6 | 10 | -1 | -3 | -27 | -76
CCOc1cccc(NC(=O)CC#N)c1 | -15 | 0 | -4 | -2 | -3 | 3 | 3 | -2 | -1 | -11 | -6
O=C(Nc1ccc2ccccc2c1)c1cccnc1 | -67 | 18 | -101 | -45 | -2 | 10 | 13 | -26 | -70 | -102 | -38
O=C1CSC2=NCN(c3ccc4c(c3)OCO4)CN12 | -34 | -7 | -27 | -25 | 1 | 6 | -15 | -6 | -2 | -25 | -19
CSCCC(NC(=O)c1ccccc1Br)C(=O)N1CCCC(C(F)(F)F)C1 (centres undefined) | 25 | 2 | 16 | -12 | 4 | -4 | 1 | -15 | -4 | -4 | 1
CCCCCc1c(-c2cccc(F)c2)ncn1CCc1ccccc1OC | / | 10 | / | -1 | / | / | 3 | / | -3 | 0 | 19
Cc1cc(=O)oc2c1ccc1ccccc12 | -5 | -3 | -6 | -13 | 1 | -43 | -24 | -2 | 6 | 12 | -4
O=c1oc2cc(Oc3c([N+](=O)[O-])cc(C(F)(F)F)cc3[N+](=O)[O-])ccc2c2c1CCCC2 | 17 | 18 | -34 | 10 | 7 | 23 | 17 | -1 | 19 | -9 | 3
COc1cc(/C=N/NC(=O)c2cc3ccccc3cc2O)ccc1OCCN1CCCCC1 | 4 | -9 | 14 | 14 | 1 | 10 | 25 | -4 | 20 | 9 | 0
O=C(Nc1cccc(C(F)(F)F)c1)c1csc([C@@H]2O[C@H](CO)[C@H](O)[C@H](O)[C@H]2O)n1 | -7 | -2 | 2 | -22 | 8 | 0 | 17 | / | 7 | -8 | 9
CSCCC(NC(=O)c1ccccc1Cl)C(=O)NNC(=O)c1ccncc1 (centres undefined) | 16 | 0 | -6 | -11 | 8 | -4 | 2 | -1 | -9 | 10 | 0
Cc1ccc(N=C2CCCN2Cc2ccccc2)c(C#N)c1 | 5 | -25 | -1 | -25 | -2 | 3 | 6 | -1 | -12 | 12 | 2
OCCNc1ncnc2c1c(-c1ccccc1)c(-c1ccccc1)n2Cc1ccco1 | 3 | -15 | -10 | 13 | -4 | 17 | 14 | 2 | 9 | 5 | 9
O=C(CCNS(=O)(=O)c1cccc2nonc12)NC1CCCCC1 | -1 | -9 | -11 | 12 | 5 | 17 | 4 | -1 | -23 | 3 | -11
Nc1cc2cccnc2cc1Cl | -11 | 3 | -2 | -8 | 3 | 12 | 1 | 5 | 19 | 36 | -7
COc1ccc(-c2oc3c(c2C(=O)OCCO)C(OCCCO)CCC3)cc1 (centres undefined) | / | -3 | / | -19 | / | / | 13 | / | -2 | -1 | 6
O=C(NCc1ccccc1)C1CC2CCCC(C1)C2=O (centres undefined) | 9 | 2 | 8 | -40 | 8 | 4 | -7 | -5 | 6 | 0 | 0
O=C(Nc1ccc(S(=O)(=O)Nc2ncccn2)cc1)C12CC3CC(CC(Cl)(C3)C1)C2 | -8 | 5 | 5 | -14 | 4 | 15 | 5 | -1 | -10 | -29 | -2
COc1ccc(-c2cc(C(=O)N3CCN(c4ccc(F)cc4)CC3)no2)cc1 | -1 | 4 | 3 | 13 | 6 | -3 | 19 | 8 | 21 | 9 | -3
O=C(CSc1cccc[n+]1[O-])Nc1ccc(Cl)cc1F | -13 | 7 | -16 | 8 | 16 | -24 | 9 | -1 | -8 | 3 | -22
Cc1nc(-c2cc(C#N)c(Sc3cccc(C(F)(F)F)c3)nc2C)cs1 | 17 | -10 | -14 | -18 | -15 | 16 | -23 | -10 | -16 | -4 | -2
COc1ccc(NC(=S)NCCC2=CCCCC2)cc1OC | 8 | 0 | -11 | -9 | -7 | 2 | -2 | -7 | -2 | -2 | -4

# A draw from above in order of number of heavy atoms, rising:
Compound | NCOA3 inh | C8 TRAIL sens | NCOA1 inh | SRC2 inh | KKLEB cytotox | CF NFkB inh | TWEAK-Fn14 inh | LMP1 NFkB inh | TROY signal inh | LRH-1 inv ag | NR2F2 inh
O=C1CSC2=NCN(c3ccc4c(c3)OCO4)CN12 | -34 | -7 | -27 | -25 | 1 | 6 | -15 | -6 | -2 | -25 | -19
O=C(Nc1ccc(S(=O)(=O)Nc2ncccn2)cc1)C12CC3CC(CC(Cl)(C3)C1)C2 | -8 | 5 | 5 | -14 | 4 | 15 | 5 | -1 | -10 | -29 | -2
COc1cc(/C=N/NC(=O)c2cc3ccccc3cc2O)ccc1OCCN1CCCCC1 | 4 | -9 | 14 | 14 | 1 | 10 | 25 | -4 | 20 | 9 | 0

# Compound activity (PubChem BioAssay)
